# Screening data as filed in PubChem.
# IEC-6 tox = IEC-6 cytotoxicity, counter-screen for KLF5 inhibitors. luminescence viability. inhibition, % at 5 µM. actives 0.78% (n = 290,000); in the data active means inhibition above about 22%;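 further: 0% = plate median of test compound wells and 100% = cytotoxic reference compound wells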
# GSK3 alpha inh = blocks human GSK-3 alpha kinase; P49840; AID 2650; ADP-Glo luminescence, 60 min; inhibition, % at 10 µM; actives 0.1% (n = 320,000);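 in the data active means inhibition above about 50%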;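 further: GST-tagged GSK-3 alpha with peptide substrate and 25 µM ATP; 0% = DMSO neutral wells and 100% = GW8510 positive control wells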
# Target sequence (P49840 whole entry, looked up): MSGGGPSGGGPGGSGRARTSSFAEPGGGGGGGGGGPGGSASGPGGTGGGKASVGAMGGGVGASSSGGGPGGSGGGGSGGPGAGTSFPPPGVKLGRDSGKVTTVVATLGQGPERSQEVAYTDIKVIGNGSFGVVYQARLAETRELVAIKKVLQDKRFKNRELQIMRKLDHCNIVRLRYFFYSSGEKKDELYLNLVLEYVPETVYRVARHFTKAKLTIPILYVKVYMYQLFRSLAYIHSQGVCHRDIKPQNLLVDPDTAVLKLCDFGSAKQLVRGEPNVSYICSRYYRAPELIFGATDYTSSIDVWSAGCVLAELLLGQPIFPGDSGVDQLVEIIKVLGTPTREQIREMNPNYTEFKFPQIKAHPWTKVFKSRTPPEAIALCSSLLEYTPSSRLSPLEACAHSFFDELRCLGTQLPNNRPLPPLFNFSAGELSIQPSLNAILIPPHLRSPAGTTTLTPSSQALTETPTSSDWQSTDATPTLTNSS
# aSyn 5UTR inh = 5' untranslated region of α-synuclein, MLPCN primary screen; alpha-synuclein 5'UTR reporter, inhibitor activity; inhibition, % (tested at 7.5 µM); actives 0.82% (n = 300,000); in the data active means inhibition above about 60%;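 further: H4 neuroglioblastoma cells stably carrying SNCA 5'UTR luciferase fusion; 0% = DMSO wells and 100% = positive control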
# HSF1 inh = HSF1 inhibition; NIH3T3-HGL HSE-luciferase, MG132-induced, luminescence 8 h; stronger effect = lower value; activity change, negative = inhibition, % at 7.5 µM (by protocol); actives 0.77% (n = 300,000);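 active means more than half of replicate wells show activity change below -50%, luminescence cut by over half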;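 further: luciferase reports HSF-1 transcriptional activity via heat shock element; 0% = median of DMSO wells and -100% = zero luminescence signal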
# PolyA inh = yeast polyadenylation inhibition; calls only at 12 µM; actives 0.02% (n = 300,000); S. cerevisiae SKY197-pL101 polyadenylation reporter, beta-gal luminescence; efflux-impaired pdr1/pdr3 knockout yeast; score 100 = 6 SD above DMSO; AID 1875;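 active means lowest replicate activity score at least 50, where 100 means six control SD above control mean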;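 further: yeast exposed to compound for 9 h at 30 °C; higher score means more reporter readthrough which indicates perturbed polyadenylation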
# HSP90 refold inh = blocks HSP90-mediated luciferase refolding in reticulocyte lysate; inhibition, % at 5.6 µM; Rabbit reticulocyte lysate, luciferase refolding luminescence, 3 h; actives 0.91% (n = 290,000);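 active means inhibition above the screen-wide mean plus 3 SD, computed separately per campaign, cut at about 16% in these data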;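 further: 0% = DMSO wells and 100% = 60 µM geldanamycin wells; inhibitors lower the luminescence because luciferase stays unfolded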
# HSF-1 act = increases HSF-1 driven luciferase reporter signal; NIH3T3-HGL HSF-1 luciferase reporter, MG132, 8 h; 100% = twice DMSO control signal; activation, % at 9 µM; actives 1.7% (n = 300,000); AID 504408;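 active means mean replicate activation of at least 50% with a set share of replicates each reaching 50%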;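 further: 0% = median of the neutral control wells and 100% = twice that signal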
# AI-2 QS mod = modulators of Vibrio harveyi AI-2 quorum sensing system | Vibrio harveyi JMH597 AI-2 luminescence/OD600 ratio, 9 h; stronger effect = lower value; strain lacks LuxN and CqsS sensors; 0 = neutral-control median | activity change, % at 7.5 µM | actives 0.4% (n = 300,000) | AID 2094; in the data active means activity change below about -75%, passing the limit was not always enough;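 further: luminescence divided by OD600 gain over 9 h not by final OD600 alone; inactives centre near 13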
# GSK3B inh = human GSK3beta kinase inhibition; actives 0.038% (n = 300,000); activity score (negative = inhibition), % at 10 µM; GST-GSK3beta kinase, ADP-Glo luminescence, 60 min; stronger effect = lower value; AID 2097;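 active means more than half of replicate wells score below -50%, meaning over 50% inhibition versus plate controls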;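 further: 0% = median DMSO wells and -100% = median GW8510 positive control wells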
# Target sequence (P49841 whole entry, looked up): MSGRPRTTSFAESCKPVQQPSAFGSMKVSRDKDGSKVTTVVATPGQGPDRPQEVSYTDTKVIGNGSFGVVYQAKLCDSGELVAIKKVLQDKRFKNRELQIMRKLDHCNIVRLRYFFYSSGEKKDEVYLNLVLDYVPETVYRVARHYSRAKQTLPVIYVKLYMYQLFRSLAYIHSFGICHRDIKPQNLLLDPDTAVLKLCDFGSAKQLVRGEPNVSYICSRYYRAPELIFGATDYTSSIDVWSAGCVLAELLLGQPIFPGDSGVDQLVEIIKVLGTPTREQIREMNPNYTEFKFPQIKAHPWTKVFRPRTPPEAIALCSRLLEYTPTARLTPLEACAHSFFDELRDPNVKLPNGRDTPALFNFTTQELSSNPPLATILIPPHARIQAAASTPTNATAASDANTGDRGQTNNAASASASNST
#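 Test system: GST-tagged human GSK3beta kinase, cell-free; evaluation: activity score scaled between in-plate DMSO and GW8510 controls; measured by: ADP-Glo luminescence; incubation: 60 min reaction, RT; benchmarks: DMSO and 20 µM GW8510; reagent: peptide substrate plus 25 µM ATP (final); medium: Tris/MgCl2 kinase buffer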
# KLF5 inhibitor = kruppel-like factor 5 inhibition; DLD-1 KLF5 promoter-luciferase reporter, luminescence; inhibition, % at 5 µM; actives 0.23% (n = 290,000); AID 1700;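 active means inhibition above a per-plate limit of that plate's mean compound inhibition plus 3 SD, cut at about 60% in these data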;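 further: 0% = DMSO wells and 100% = LY294002 at 200 µM; higher means less KLF5 promoter-driven luciferase light; inactives centre near -14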
# * = called active by the depositor; i = inactive; · = no result given.
mol	AI-2 QS mod	aSyn 5UTR inh	PolyA inh	GSK3 alpha inh	IEC-6 tox	HSF1 inh	HSF-1 act	HSP90 refold inh	KLF5 inhibitor	GSK3B inh
COC(=O)C(NC(C)=O)(Nc1ccc(Br)cn1)C(F)(F)F (stereo unspecified)	0	5	i	0	2	2	-6	5	12	5
O=C(NCCc1ccccc1)/C(=C\c1cccc([N+](=O)[O-])c1)NC(=O)c1ccco1	4	0	i	3	0	-1	-8	2	-15	-2
O=C(CN(C(=O)CNC(=O)c1ccco1)c1ccc(F)cc1)NC1CCCC1	5	-2	i	-2	4	-6	-10	1	10	0
CNC(=O)Nc1ccc(Cn2cc(C(F)(F)F)ccc2=O)cc1	1	-7	i	1	-4	26	32	-3	-19	-7
COc1ccc2cc(C(=O)Nc3ccc(S(N)(=O)=O)cc3)sc(=O)c2c1OC	2	-21	i	-3	-1	-12	-2	0	-43	0
COc1ccc(NC(NC(=O)c2cccnc2)C(Cl)(Cl)Cl)cc1 (stereo unspecified)	13	-28	i	-3	5	-31	-41	6	27	-2
CCc1nnc(NC(=O)CSc2ccc(-c3ccccc3OC)nn2)s1	-87*	-32	i	-1	-2	-3	12	5	-10	-2
O=C(CSc1nc2ccc(NC(=O)C3CCCCC3)cc2s1)NCC1CCCO1 (stereo unspecified)	11	-41	i	-1	-8	4	-5	-7	-9	-1
CN(CCOc1ccccc1)c1ccc(S(=O)(=O)N2CCCCC2)cn1	29	9	i	11	0	0	1	0	-12	-2
O=C(c1cc(C2CC2)on1)N1CCCC(N2CCN(c3cccc(C(F)(F)F)c3)CC2)C1 (stereo unspecified)	23	-4	i	-1	4	1	9	-1	-11	3
COc1ccc(OC)c(NC(=O)CN2C(=O)COc3ccc(S(=O)(=O)N4CCCC4)cc32)c1	18	-20	i	2	-3	-8	-1	1	-32	2
C#CCOc1nc2c(c(=O)n(C)c(=O)n2C)n1Cc1ccccc1	3	16	i	-6	2	3	5	0	-2	-4

# Complete entries, quoted from the list. Screens in order: AI-2 QS mod	aSyn 5UTR inh	PolyA inh	GSK3 alpha inh	IEC-6 tox	HSF1 inh	HSF-1 act	HSP90 refold inh	KLF5 inhibitor	GSK3B inh
# O=C(CSc1nc2ccc(NC(=O)C3CCCCC3)cc2s1)NCC1CCCO1 (stereo unspecified) in the list: 11	-41	i	-1	-8	4	-5	-7	-9	-1
# COc1ccc(NC(NC(=O)c2cccnc2)C(Cl)(Cl)Cl)cc1 (stereo unspecified) in the list: 13	-28	i	-3	5	-31	-41	6	27	-2

# Later entries:
mol	AI-2 QS mod	aSyn 5UTR inh	PolyA inh	GSK3 alpha inh	IEC-6 tox	HSF1 inh	HSF-1 act	HSP90 refold inh	KLF5 inhibitor	GSK3B inh
CC(CCc1ccco1)N(C)S(=O)(=O)c1csc(C(N)=O)c1 (stereo unspecified)	7	17	i	-1	3	-4	-17	1	-16	-3
Cc1noc(C)c1CSCC(=O)N(C)CC(=O)Nc1ccccc1Cl	16	5	i	-2	2	-1	-16	3	-11	-4
Cc1ccc(CS(=O)(=O)c2cn(CC(=O)N3CCOCC3)c3ccccc23)cc1	17	1	i	-2	-4	-3	1	-3	-42	0
CCOc1ccc(Cn2c(=O)sc3ccccc32)cc1	18	-24	i	-2	3	8	2	1	-5	-1
CCOC(=O)c1[nH]n(-c2ccc(Cl)cc2)c(=O)c1C	21	34	i	-9	3	2	-1	-2	-26	3
CC(C)Cc1nnc(NC(=O)c2cccc(S(=O)(=O)N3CCN(C)CC3)c2)s1	16	-2	i	-5	·	-4	-23	·	·	2
CCC(=O)NC(=S)Nc1c(C)cc(Br)cc1C	2	15	i	-2	-2	0	-20	2	9	0
COc1ccc2[nH]c3c(=S)nc[nH]c3c2c1	1	-51	i	9	5	0	23	6	-56	-7
Cc1ccc(C(=O)NC(=S)Nc2ccc(CN3CCCCC3)cc2)c(C)c1	20	-13	i	-3	-6	·	·	-4	-28	2
CCC(C)[C@H](NC(=O)NCc1cccc(OC)c1)C(=O)O (stereo partly specified)	14	2	i	-2	0	-83*	-86	-1	16	-2
CNC(=S)Nc1ccc([N+](=O)[O-])cc1	8	-14	i	4	1	-12	-17	2	0	2
O=C(CCNc1ccccc1)c1ccc2c(c1)OCO2	-65	-193	i	3	-3	-5	-7	2	-120	-3
Cn1nccc1C(=O)N1CCCC(N2CCN(c3cccc(C(F)(F)F)c3)CC2)C1 (stereo unspecified)	29	2	i	1	4	-2	-12	-1	-13	-3
Cc1cc(-c2ccc(C)c(S(=O)(=O)NCc3cccc(Br)c3)c2)on1	-18	12	i	-3	-5	8	7	-11	-19	-2
Cc1c(NC(=O)C2CCCCN2S(=O)(=O)c2ccc(Cl)cc2)c(=O)n(-c2ccccc2)n1C (stereo unspecified)	29	4	i	-2	4	-3	-8	3	-29	2
NNC(=O)CN1C(c2ccccc2Br)=Nc2ccc(Br)cc2C1c1ccccc1 (stereo unspecified)	16	-24	i	-3	-1	-1	-11	8	15	2
COc1ccc(-n2cnc3cc(C(=O)NCCN4CCOCC4)ccc32)cc1	21	1	i	0	-8	-4	-2	1	-5	0
CC(=O)Oc1ccc(C(=O)Nc2ccccc2C(=O)NCC(C)C)cc1	-2	23	i	-2	3	0	4	-1	-13	0
COc1cccc(OC)c1C(=O)Nn1c(-c2cccc(C)c2)nc2ccccc2c1=O	17	-9	i	-1	1	1	24	4	-19	-1
CC1CCc2nn(CC(=O)NCCCN3CCCC3=O)cc2C1 (stereo unspecified)	28	-13	i	-4	·	7	29	·	·	-1
CCOC(=O)C1(Cc2ccccc2)CCCN(Cc2ccccn2)C1 (stereo unspecified)	0	-9	i	1	-10	1	6	1	-31	1
COc1ccc(-c2csc(NC(=O)c3ccccc3NS(=O)(=O)c3ccc(F)c(F)c3)n2)cc1	41	74*	i	-5	58*	2	24	-16	78*	4
COC(=O)c1ccc(CNC(=O)c2ccc(COc3ccccc3)cc2)cc1	4	25	i	0	6	-7	-16	-2	-114	0
CC1(C2CC(C(F)(F)F)n3nc(C(=O)O)cc3N2)CC1 (stereo unspecified)	15	-13	i	3	0	1	-10	-3	-14	2
Cc1cccc(C(=O)OCC(=O)NCCCc2ccccc2)c1O	4	-7	i	-2	0	9	38	2	-32	-1
O=C(O)C1CC=CCC1C(=O)Nc1ccc(Oc2ccc(Cl)cc2)cc1 (stereo unspecified)	-72	33	i	2	6	2	-2	0	-7	4
Cn1cnnc1Sc1ccc(C(=O)NCCC(c2ccccc2)c2ccccc2)cc1[N+](=O)[O-]	44	7	i	-1	0	1	-14	1	-20	1
O=C(N/N=C\c1cn(-c2ccccc2)nc1-c1ccccc1)c1ccc2c(c1)OCO2	-6	-30	i	-5	-5	13	16	0	-13	-2
O=C(Nc1ccc(F)cc1)N1CCC(c2nc3c(nnn3Cc3cccc(Cl)c3)c(=O)[nH]2)CC1	·	·	·	-1	6	·	·	1	-9	·
Cc1cccc(/C=C/C(=O)c2ccc(N3CCOCC3)cc2)c1	20	-114	i	0	-4	14	29	-1	-38	-1
CC1CC(C)CN(S(=O)(=O)c2ccc(F)c(C(=O)Nc3ccc(Cl)cc3F)c2)C1 (stereo unspecified)	12	-1	i	0	0	-7	9	-2	-36	0
O=C(Nn1c(-c2ccc(Br)cc2)nc2ccccc2c1=O)c1cccnc1	12	-42	i	1	1	3	5	2	-16	1
Cn1c(SCc2nc3ccccc3c(=O)[nH]2)nnc1-c1ccco1	44	14	i	-1	-2	10	31	-3	6	0
CN(Cc1ccccc1)C(NC(=O)c1ccccc1)C(Cl)(Cl)Cl (stereo unspecified)	72	13	i	-1	-6	0	16	-2	-31	0
CCOc1ccc(C(O)C(CN2CCOCC2)c2ccccc2)cc1 (stereo unspecified)	-2	-2	i	0	2	-1	-5	3	-16	2
Cn1nccc1C(=O)Nc1ccc(OC(=O)c2ccnn2C)cc1	-1	-10	i	3	2	0	9	1	-11	-2
Cc1ccc(C(=O)N2CCC3(CC2)Oc2ccc(Cl)cc2C(=O)C32CC(c3ccc(Cl)cc3)=NO2)s1 (stereo unspecified)	19	-28	i	0	·	-2	-9	·	·	3
Cc1ccc(N2C(=O)c3ccccc3C2=O)nc1	15	-1	i	-2	0	3	14	2	-33	5
O=c1c2ccccc2nnn1CSc1nc2cc(Cl)ccc2c(=O)n1Cc1ccco1	27	4	i	-1	-4	4	8	4	-9	2
Cc1n[nH]c(C)c1Sc1ccccc1[N+](=O)[O-]	13	5	i	-2	-4	9	37	2	-11	-6
CC(C)(C)Nc1nc(Cl)nc(NC(C)(C)C)n1	-4	31	i	-1	-2	-6	-30	-4	12	0
CCOc1ccccc1C(=O)n1nc2nc(C)cc(C)c2c1N	18	21	i	0	2	2	19	0	-38	1
Oc1ccc(/C(Cc2ccccn2)=N\Nc2ccccc2)c(O)c1	6	-34	i	-1	-1	9	13	0	-11	-4
COc1ccc(N2CCN(C3CCCN(C(=O)CN4CCCC4=O)C3)CC2)cc1 (stereo unspecified)	7	-4	i	-2	-5	-1	7	-1	-51	0
O=C(NC1CCCCC1)C1CC(=O)N(CCc2ccccc2)C1 (stereo unspecified)	6	21	i	2	2	-3	2	-2	-7	4
CC(=O)c1c(C)[nH]c(C(=O)CSc2nc3ccccc3c(=O)n2CCCN2CCOCC2)c1C	11	1	i	-2	3	-5	-11	2	3	1
CC(=Nc1cc(C(=O)c2ccccc2)ccc1N)C1=C(O)CC(C)(C)CC1=O	11	-76	i	2	8	13	21	-1	-16	5
COc1ccc(Sc2nc(-c3ccccn3)ncc2OC)cc1	42	-6	i	0	1	-11	-15	0	-18	-2
COc1ccc(Nc2cc(Nc3cccc(OC)c3)ncn2)cc1	21	-80	i	-1	14	21	45	-2	-41	0
O=C(O)Cc1ccc(NC(=O)Cc2ccc3ccccc3c2)cc1	14	6	i	3	-11	0	15	-1	-8	6
C=CCn1c(-c2ccccc2)n[nH]c1=S	16	4	i	-1	-2	-6	0	1	-49	4
C=CCNC(=O)NC(=O)COC(=O)c1ccccc1Sc1ccc(C(F)(F)F)cc1[N+](=O)[O-]	11	9	i	·	-1	-8	-12	0	1	-1
CN(C)c1ccc(C2CC(=O)NC3=C2C(=O)CC(C)(C)C3)cc1 (stereo unspecified)	20	8	i	6	-5	2	7	-1	5	0
COc1ccc(CCNC(=O)CCN2C(=O)COc3ccccc32)cc1OC	16	1	i	2	-2	-6	-16	-1	-10	-1
COc1ccc(-c2nnc(N(C)C(=O)C3CCOC3)s2)cc1 (stereo unspecified)	37	-66	i	0	1	6	49	-1	-73	2
CN(C)C(CNC(C(=O)Nc1ccc(F)cc1)c1ccccc1)c1ccccc1 (stereo unspecified)	4	-20	i	-1	8	7	6	1	1	1

# Only part of the results is shown; rates above refer to the full screens.
